Bioassay records deposited in PubChem by several laboratories.
TRPC4 PAM = TRPC4 (mouse) allosteric potentiation; Q9QUQ5; 0.42% of 310,000 active; HEK293 TRPC4beta/mu-opioid, DAMGO EC20, Fluo-4 Ca2+ flux; active compounds read high; B-score at 10 µM;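 active = B-score of calcium response area above 5 SD of library B-scores, with initial fluorescence ratio within 5 SD of library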;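 note: B-score of integrated fluorescence ratio over time as area under calcium response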
TRPC4 agonist = opens the mouse TRPC4 cation channel | B-score at 10 µM | HEK293 TRPC4beta/mu-opioid, Fluo4 calcium fluorescence; active compounds read high | 0.49% of 310,000 active | AID 2237 | Q9QUQ5;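 active = B-score above 5 SD of library B-scores, and initial fluorescence ratio not above library mean plus 5 SD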;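 note: positive B-score marks a calcium rise read as TRPC4 activation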
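Technique: kinetic Fluo4 calcium fluorescence; Test system: TRPC4beta and mu-opioid receptor HEK293 stable cells; Measure: B-scored integrated calcium fluorescence ratio; Benchmarks: low control buffer alone, high control maximal DAMGO; Schedule: 45 min room-temperature Fluo4 loading, 110 s read.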
TRPC6 inhibitor = blocks the mouse TRPC6 cation channel. Q61143. HEK293-TRPC6, membrane potential dye, ACh-evoked depolarization; active compounds read low. B-score at 10 µM. 1.1% of 310,000 active. AID 2553;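 active = B-score under library mean minus 3 SD, initial fluorescence not abnormally high, positive integrated signal ratio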;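 note: B-score derived from integrated fluorescence ratio over the kinetic read; more negative B-score means stronger inhibition of depolarization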
IEC-6 tox = counter-screen for KLF5 inhibitors: cytotoxicity in IEC-6 cells; 0.78% of 290,000 active; IEC-6 cytotoxicity, luminescence viability; AID 1825; inhibition, % at 5 µM; in the data active = inhibition above about 22%;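 note: 0% = plate median of test compound wells and 100% = cytotoxic reference compound wells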
aSyn UTR inh = MLPCN primary screen, SNCA 5' untranslated region; inhibition, % (tested at 7.5 µM); 0.82% of 300,000 active; alpha-synuclein 5'UTR reporter, inhibitor activity; in the data active = inhibition above about 60%;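 note: H4 neuroglioblastoma cells stably carrying SNCA 5'UTR luciferase fusion; 0% = DMSO wells and 100% = positive control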
TRPC6 activator = activates the mouse TRPC6 cation channel | Q61143 | HEK293-TRPC6 membrane potential dye fluorescence; active compounds read high | B-score at 10 µM | 0.13% of 310,000 active | AID 2550;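 active = B-score of the integrated fluorescence ratio above library mean plus 3 SD, and starting fluorescence ratio within library mean plus 5 SD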;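 note: higher score means more depolarization so channel activation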
MrgX1 antag = human MrgX1 receptor antagonism, primary screen; Q96LB2; MRGX1-HEK293 calcium flux, Fluo-4, BAM8-22 antagonism; active compounds read low; B-score at 10 µM; 1.3% of 310,000 active; AID 588676;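 active = calcium-response B-score plate-corrected more than 3 library SD below zero, starting fluorescence within 5 deviations, no agonist response on first addition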;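 note: peak minus trough fluorescence over baseline after final BAM8-22 challenge near maximal dose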
Target sequence (Q96LB2 whole entry, looked up): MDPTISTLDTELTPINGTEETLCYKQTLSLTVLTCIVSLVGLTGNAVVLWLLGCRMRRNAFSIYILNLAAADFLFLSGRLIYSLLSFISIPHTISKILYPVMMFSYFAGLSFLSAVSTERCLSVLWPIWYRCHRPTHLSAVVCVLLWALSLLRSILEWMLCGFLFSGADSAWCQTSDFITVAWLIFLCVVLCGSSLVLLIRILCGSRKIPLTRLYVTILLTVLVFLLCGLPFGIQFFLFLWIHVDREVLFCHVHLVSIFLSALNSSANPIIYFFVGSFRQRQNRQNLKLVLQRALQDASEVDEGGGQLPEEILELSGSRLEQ
KLF5 inh = inhibitors of KLF5 expression; inhibition, % at 5 µM; DLD-1 KLF5 promoter-luciferase reporter, luminescence; 0.23% of 290,000 active;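 active = inhibition above a per-plate limit of that plate's mean compound inhibition plus 3 SD, cut at about 60% in these data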;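 note: 0% = DMSO wells and 100% = LY294002 at 200 µM; higher means less KLF5 promoter-driven luciferase light; inactives centre near -14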
HIF act = HIF pathway transcriptional activation; U2OS HRE-luciferase reporter, luminescence; normalized: DMSO 0%, desferrioxamine 100%; activation, % at 7.5 µM (by protocol); 0.32% of 300,000 active;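 active = mean activation of at least 10% of the iron chelator positive control signal, with at least half of replicates also reaching 10%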
SKKanGAS inh = SKKanGAS growth inhibition; S. pyogenes SKKanGAS, kanamycin growth, BacTiter-Glo, 6 h; inhibition, % at 7.5 µM; 1.3% of 300,000 active;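 active = mean replicate score, as percent of positive control median, at least 50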;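 note: strain carries kanamycin resistance gene driven by streptokinase promoter and grows in 40 µg/ml kanamycin; loss of luminescence reflects streptokinase promoter inhibition or plain growth inhibition; 0% = median of DMSO wells and 100% = positive control at its reference dose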
TRPC4 block = inhibitors of mouse TRPC4 channel. B-score at 10 µM. AID 2247. Q9QUQ5. 0.39% of 300,000 active. HEK293 TRPC4beta/mu-opioid, DAMGO-evoked Fluo4 calcium flux; active compounds read low;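 active = B-score over 3 SD under the library average, no early fluorescence shift, positive overall ratio signal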
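Material: HEK293 cells with stable TRPC4beta plus mu-opioid receptor expression; probe or stimulus: DAMGO in two steps, submaximal then maximal; technique: Fluo4 calcium fluorescence by kinetic imaging, 5 s 1 Hz baseline; measure: integrated fluorescence ratio relative to baseline, converted to per-well B score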
Numbers without * were called inactive; i = inactive; / = not tested or not shown.

Each structure is followed by: TRPC4 PAM	TRPC4 agonist	TRPC6 inhibitor	IEC-6 tox	aSyn UTR inh	TRPC6 activator	MrgX1 antag	KLF5 inh	HIF act	SKKanGAS inh	TRPC4 block
[1] Clc1cccc(CN2CCCCCC2)c1
→ i	i	i	-1	-9	i	i	-2	1.8	5	i
[2] CCOC(=O)CSc1nc2c(c(=O)[nH]c(=O)n2C)n1CCCc1ccccc1
→ i	i	i	2	-6	i	i	-20	0.2	4	i
[3] CSc1nc2c(c(=O)[nH]c(=O)n2C)n1Cc1ccc(Cl)cc1
→ i	i	i	-3	32	i	i	-20	-0.9	-4	i
[4] Cc1c(C(=O)N2CCN(C)CC2)oc2c1C(=O)CC(C)(C)C2
→ i	i	i	-5	-1	i	i	-11	-0.4	5	i
[5] CCNCC(=O)N1c2ccccc2CCc2ccc(NC(=O)OCC)cc21
→ i	i	i	2	-4	i	i	-2	0.2	4	i
[6] COc1ccccc1C1=NC(c2ccc(F)cc2)N=C1C (stereo not drawn)
→ i	i	i	-4	4	i	i	-44	1.2	0	i
[7] CCOc1ccccc1CNS(=O)(=O)c1cc(-c2cc(C)no2)ccc1OC
→ i	i	i	1	14	i	i	-5	-0.6	0	i
[8] CC[C@@H](C)[C@H](CN[C@H](CNC)[C@@H](C)O)NCCc1ccc(OC)cc1
→ i	i	i	2	16	i	i	10	-0.2	-2	i
[9] C/C=C\C=C/C(=O)Nc1cccc(C2=NOC3(C2)C[C@@H](C(N)=O)N(C(=O)c2ccccc2)C3)c1 (stereo partly drawn)
→ i	i	i	/	-8	i	i	/	0.0	0	i
[10] Cc1ccc(NC(=O)COC(=O)CCc2nc3ccccc3n2-c2ccccc2)c(C)c1
→ i	i	i	0	7	i	i	7	-0.4	5	i
[11] CNC(=O)c1c(Cl)cnn1-c1ccc(C)cc1
→ i	i	i	-11	-151	i	i	-83	1.4	3	i
[12] CN1C2C(Br)CCCCN2c2ccc(F)cc2S1(=O)=O (stereo not drawn)
→ i	i	i	7	-3	i	i	11	-0.9	-2	i
[13] CCC(c1nnnn1Cc1cccs1)N1CCN(C2CCCC2)CC1 (stereo not drawn)
→ i	i	i	1	-14	i	i	-3	-0.4	-1	i
[14] CCCCNc1nc2c(c(=O)n(C)c(=O)n2C)n1Cc1cccc(OC)c1
→ i	i	i	25*	15	i	i	-8	-0.3	0	i
[15] Cc1cc(C)cc(N(CCC(=O)Nc2nnc(C)s2)S(=O)(=O)c2ccc(Cl)cc2)c1
→ i	i	i	-4	13	i	i	-24	1.4	0	i
[16] N#C/C(=N\Nc1cccc2ccccc12)c1nnc2n1CCCCC2
→ i	i	i	4	-71	i	i	-20	0.9	22	i
[17] COc1cccc(Nc2nnc(Cc3cccnc3)c3ccccc23)c1
→ i	i	i	4	20	i	i	-16	1.0	-5	i
[18] N/C(=N\OC(=O)C1CCCCC1)c1ccncc1
→ i	i	i	-10	-46	i	-4.5*	-13	1.3	-12	i
[19] Cc1nn2c(=O)cc(CSCC(=O)Nc3ccccc3F)nc2s1
→ i	i	i	-5	6	i	i	-20	0.9	-14	i
[20] O=C(Cc1ccc(Cl)cc1)NCCS(=O)c1ccc(Cl)cc1 (stereo not drawn)
→ i	i	i	-2	12	i	i	-5	1.7	-4	i
[21] COc1cccc(C(=O)Nc2cc(S(=O)(=O)N3CCCCC3)ccc2OC)c1
→ i	i	i	-2	8	i	i	7	-0.6	-4	i
[22] COc1ccc(CN(C)S(=O)(=O)c2nnc(NC(=O)c3cccc(OC)c3)s2)cc1
→ i	i	i	-1	-8	i	i	-5	-0.3	41	i
[23] CCc1cc(CNC(=O)C2CCC(=O)N(CCc3cccc(F)c3)C2)on1 (stereo not drawn)
→ i	i	i	5	7	i	/	-21	-0.1	0	i
[24] COc1ccc(OC)c(S(=O)(=O)N2CCC(C(=O)NCC3CCCO3)CC2)c1 (stereo not drawn)
→ i	i	i	-3	11	i	i	-4	-0.1	-4	i
[25] Cn1c(=O)n(C)c2cc(/C=N/NC(=O)c3cccc(Br)c3)ccc21
→ i	i	i	3	-12	i	i	-18	-0.1	-5	i
[26] N#Cc1c(NC(=S)NC(=O)C2CCCC2)sc2c1CCCCC2
→ i	i	i	2	-61	i	i	-23	0.6	76*	i
[27] COc1ccccc1N(CC(=O)NC1CCCCC1)C(=O)CCC(=O)Nc1ccccn1
→ i	i	i	-7	-8	i	i	9	0.1	-2	i
[28] Cc1nc2ccccc2c2oc(C(=O)Nc3ccc(C(C)C)cc3)cc12
→ i	i	i	-7	19	i	i	-18	-0.2	39	i
[29] CN(CCC#N)C(=O)CSc1nnc(-c2ccco2)n1N
→ i	i	i	4	-15	i	i	-18	-0.2	-2	i
[30] CC(=O)Nc1ccc(NC(=O)COC(=O)c2ccccc2SCC(=O)N2CCCC2)cc1
→ i	i	i	/	-4	i	i	/	0.6	-5	i

Down the list, as entered above.
aSyn UTR inh for nos. 5–12: -4, 4, 14, 16, -8, 7, -151, -3
SKKanGAS inh for nos. 5–12: 4, 0, 0, -2, 0, 5, 3, -2
TRPC4 agonist for nos. 5–12: i, i, i, i, i, i, i, i

Next part
Each structure is followed by: TRPC4 PAM	TRPC4 agonist	TRPC6 inhibitor	IEC-6 tox	aSyn UTR inh	TRPC6 activator	MrgX1 antag	KLF5 inh	HIF act	SKKanGAS inh	TRPC4 block
[31] CCNNC(=O)C(O)(Cc1ccccc1)Cc1ccccc1
→ i	i	i	3	4	i	i	-14	-0.7	-2	i
[32] CCCCCn1c(=O)[nH]c2cc(C(=O)N3CCN(Cc4ccc5c(c4)OCO5)CC3)ccc2c1=O
→ i	i	i	-1	0	i	i	-57	-1.0	-1	i
[33] O=C(Nc1ccc([N+](=O)[O-])cc1Br)c1cc2ccccc2nc1Cl
→ i	i	i	1	-18	i	i	-19	-0.8	6	i
[34] CCOC(=O)CSCc1nc(-c2ccc(Cl)cc2)oc1C
→ i	i	i	1	40	i	i	-5	0.1	-8	i
[35] O=C(Oc1cccc2cccnc12)c1ccc(Br)o1
→ i	i	i	-1	22	i	i	-1	1.9	11	i
[36] COc1ccc(-c2cc(C(=O)NCCc3ccc(S(N)(=O)=O)cc3)c3ccccc3n2)cc1
→ i	i	i	2	-38	i	i	3	1.0	20	i
[37] CC1Cc2ccccc2N1C(=O)COC(=O)c1ccc(O)cc1 (stereo not drawn)
→ i	i	i	0	13	i	i	-27	-0.1	-1	i
[38] Cc1ccc(NC(=O)C(C)Sc2nc(=O)cc(N)n2-c2ccccc2)cc1 (stereo not drawn)
→ i	i	i	0	20	i	i	1	-1.3	19	i
[39] O=C(CSc1ccccn1)c1ccc(F)cc1
→ i	i	i	-6	-130	i	i	-53	/	-6	i
[40] CCOc1cc(/C=N\NC(=O)Cn2nc([N+](=O)[O-])cc2C)ccc1OCc1cccc2ccccc12
→ i	i	i	6	-32	i	i	-2	0.4	13	i
[41] O=C(CSc1cc(Cl)ccc1Cl)NCC1CCCO1 (stereo not drawn)
→ i	i	i	6	0	i	i	-23	-0.1	6	i
[42] Cc1ccc(S(=O)(=O)N(C)C)cc1NC(=O)CCNC(=O)c1ccccc1Cl
→ i	i	i	0	8	i	i	-23	0.6	5	i
[43] CC1(C)CC2CC(C)(CN2C(=O)COC(=O)c2n[nH]c(=O)c3ccccc23)C1 (stereo not drawn)
→ 11*	i	i	0	2	i	i	-31	-0.1	0	i
[44] CC(C)OC(=O)c1c(F)c(F)c(N2CCOCC2)c(F)c1F
→ i	i	i	2	-6	i	i	7	0.6	1	i
[45] CCN1CCN(c2cc(C)c3cc(NC(=O)c4cc(OC)cc(OC)c4)ccc3n2)CC1
→ i	i	i	12	-98	i	i	-49	2.1	3	i
[46] Cc1nnn(C23CC4CC(CC(CC(=O)Nc5ccc(C)c(C)c5)(C4)C2)C3)n1
→ i	i	i	-2	11	i	i	-12	0.1	-6	i
[47] Cc1cc(C)c(NC(=O)Cn2nnc(C(=O)Nc3ccc(F)cc3F)c2N)c(C)c1
→ i	i	i	-2	0	i	i	-5	1.0	-1	i
[48] COc1ccc(C2NC(Cc3ccccc3)(C(=O)O)C3C(=O)N(c4ccccc4OC)C(=O)C23)cc1 (stereo not drawn)
→ i	i	i	-7	7	i	i	-3	0.0	-11	i

An excerpt from above in order of molar mass, ascending.
Each structure is followed by: TRPC4 PAM	TRPC4 agonist	TRPC6 inhibitor	IEC-6 tox	aSyn UTR inh	TRPC6 activator	MrgX1 antag	KLF5 inh	HIF act	SKKanGAS inh	TRPC4 block
[31] CCNNC(=O)C(O)(Cc1ccccc1)Cc1ccccc1
→ i	i	i	3	4	i	i	-14	-0.7	-2	i
[37] CC1Cc2ccccc2N1C(=O)COC(=O)c1ccc(O)cc1 (stereo not drawn)
→ i	i	i	0	13	i	i	-27	-0.1	-1	i
[41] O=C(CSc1cc(Cl)ccc1Cl)NCC1CCCO1 (stereo not drawn)
→ i	i	i	6	0	i	i	-23	-0.1	6	i
[32] CCCCCn1c(=O)[nH]c2cc(C(=O)N3CCN(Cc4ccc5c(c4)OCO5)CC3)ccc2c1=O
→ i	i	i	-1	0	i	i	-57	-1.0	-1	i
[48] COc1ccc(C2NC(Cc3ccccc3)(C(=O)O)C3C(=O)N(c4ccccc4OC)C(=O)C23)cc1 (stereo not drawn)
→ i	i	i	-7	7	i	i	-3	0.0	-11	i

Taken from the listing, three compounds:
Each structure is followed by: TRPC4 PAM	TRPC4 agonist	TRPC6 inhibitor	IEC-6 tox	aSyn UTR inh	TRPC6 activator	MrgX1 antag	KLF5 inh	HIF act	SKKanGAS inh	TRPC4 block
[46] Cc1nnn(C23CC4CC(CC(CC(=O)Nc5ccc(C)c(C)c5)(C4)C2)C3)n1
→ i	i	i	-2	11	i	i	-12	0.1	-6	i
[47] Cc1cc(C)c(NC(=O)Cn2nnc(C(=O)Nc3ccc(F)cc3F)c2N)c(C)c1
→ i	i	i	-2	0	i	i	-5	1.0	-1	i
[48] COc1ccc(C2NC(Cc3ccccc3)(C(=O)O)C3C(=O)N(c4ccccc4OC)C(=O)C23)cc1 (stereo not drawn)
→ i	i	i	-7	7	i	i	-3	0.0	-11	i
